# Screening results (PubChem)
# E-sel TNF inh: E-selectin induction blockers in HUVEC – imaging, immunofluorescence, high content, primary screen; inhibition, % at 2 µM; HUVEC TNFa-induced E-selectin immunofluorescence; AID 1246, 2008; 0.71% of 120,000 active;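 active means inhibition above the batch mean plus 3 SD, and confirmed as a hit on visual image review, cut at about 43% in these data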;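 further: 0% = TNF-stimulated DMSO wells and 100% = unstimulated control wells; not every result past the cut was called active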
# Numbers without * were called inactive.
E-sel TNF inh | structure
-2 | COc1ccccc1C(=O)N/C(=C/c1ccccc1)C(=O)Nc1ccc(C(=O)O)cc1
-1 | OCCC1CN(Cc2cn[nH]c2C2CCCCC2)CCN1C1CCCCC1 (configuration not stated)
-7 | COc1cccc(NC(=O)N2CCCC2C(=O)NCc2ccccc2)c1 (configuration not stated)
24 | O=C1C(=O)N(CCc2c[nH]c3ccccc23)C(c2cccnc2)/C1=C(/O)c1ccccc1 (configuration not stated)
-8 | O=C(CCC1CCCN(C(=O)C2CCCC2)C1)NCc1ccc(F)c(F)c1 (configuration not stated)
4 | COc1ccc(CNC(=O)c2nnn(-c3cccc(C(F)(F)F)c3)c2N)cc1
-18 | O=C(NCc1cccs1)c1ccc(S(=O)(=O)N2CCOCC2)cc1
-35 | CCc1nnc(NC(=O)CCCSc2nc3ccccc3[nH]2)s1
-33 | Cc1cc(C)n(-c2ccc(C(=O)Nc3cccc(S(=O)(=O)N4CCCC4)c3)cc2)n1
5 | COc1ccc(CCCc2nnc(SCC(=O)Nc3ccc(OC)cc3)o2)cc1
-5 | CC(C(=O)OCc1nnc(-c2ccccc2)o1)N1C(=O)C2CCCCC2C1=O (configuration not stated)
-27 | CC(=O)Nc1ccc(NC(=O)Nc2ccc(C)cc2C)cc1
-5 | Cc1ccnc(SCc2cn3c(C)cccc3n2)n1
-43 | COc1ccc(-c2csc3ncn(-c4ccc(C)cc4)c(=O)c23)cc1OC
-10 | COc1ccc(C2CC(c3ccccc3)=NN2C(=O)COC(=O)c2nc3nc(C)cc(C)n3n2)cc1 (configuration not stated)
30 | N#CCC(=O)N/N=C/c1cc(-c2ccccc2)n(-c2ccc(Cl)cc2)c1-c1ccccc1
-16 | CC(=O)c1cccc(NC(=O)c2csc3c2CCCCC3)c1
-4 | COC(=O)c1cc(C(=O)NCc2ccccc2)c(=O)[nH]c1C
-12 | O=C(CSc1nc(C2CC2)nc2c1cnn2-c1ccccc1)Nc1c[nH]c(=O)[nH]c1=O
13 | COc1ccc(Nc2n[nH]c(C)c2[N+](=O)[O-])cc1
-14 | Cc1ccc(S(=O)(=O)NC(=O)NC(C)Cc2ccccc2)cc1 (configuration not stated)
0 | COCCN1Cc2cc3cc(C)ccc3nc2SC1=Nc1ccc(OC)cc1
11 | CN(CCC#N)C(=O)COC(=O)c1ccccc1OCc1ccccc1Cl
-19 | CCOC(=O)c1noc(C)c1C(=O)Nc1nc(C)cc(C)n1
-31 | O=C(CCCC(=O)OCC(=O)c1cccs1)Nc1ccc(F)cc1
3 | COC(CNC(=O)C1CCCN1C(=O)OCc1ccccc1)OC (configuration not stated)
33 | O=C(CNS(=O)(=O)c1cccs1)NCc1ccc(F)cc1
-21 | CC(=O)Cc1nsc(NC(=O)c2ccc(F)cc2)n1
-61 | C=CCOc1ccc(C(=O)Nc2ccc(OCC)cc2)cc1
6 | Cc1nnc(SCC(=O)NNC(=O)c2ccc(Br)cc2)n1C
-12 | O=C(CC1C(=O)NCCN1Cc1ccc(-c2ccccc2)cc1)NCCOc1cccnc1 (configuration not stated)
16 | Cc1ccc(CSc2nc3[nH]ncc3c(=O)[nH]2)cc1
52 | Cc1c(NC(=O)CN2CCN(c3cccc(Cl)c3)CC2)c(=O)n(-c2ccccc2)n1C
5 | COc1ccc(/C=C/C2=NNC(=O)CC2)cc1
-2 | O=C(O)c1ccc(N2CC3CC(C2)c2cccc(=O)n2C3)c(NC(=S)Nc2ccc(Br)cc2)c1 (configuration not stated)
-33 | CN(CC1COc2ccccc2O1)C(=O)c1ccc(N(C)C)cc1 (configuration not stated)
27 | Clc1ccc(N2CCN(c3nc4nonc4nc3N3CCSCC3)CC2)nc1
-27 | O=C(CSc1cccc2cccnc12)Nc1cccc(S(=O)(=O)N2CCOCC2)c1
-1 | Cc1onc(-c2c(F)cccc2Cl)c1C(=O)NNC(=O)C1CCN(Cc2ccccc2)CC1
-4 | CC(C)Cn1c(N2CCN(CC(=O)Nc3ccc(Cl)cc3)CC2)nc2ccccc21

# Reprinted from the part before: 7 compounds; new compounds follow.
E-sel TNF inh | structure
5 | COc1ccc(/C=C/C2=NNC(=O)CC2)cc1
-2 | O=C(O)c1ccc(N2CC3CC(C2)c2cccc(=O)n2C3)c(NC(=S)Nc2ccc(Br)cc2)c1 (configuration not stated)
-33 | CN(CC1COc2ccccc2O1)C(=O)c1ccc(N(C)C)cc1 (configuration not stated)
27 | Clc1ccc(N2CCN(c3nc4nonc4nc3N3CCSCC3)CC2)nc1
-27 | O=C(CSc1cccc2cccnc12)Nc1cccc(S(=O)(=O)N2CCOCC2)c1
-1 | Cc1onc(-c2c(F)cccc2Cl)c1C(=O)NNC(=O)C1CCN(Cc2ccccc2)CC1
-4 | CC(C)Cn1c(N2CCN(CC(=O)Nc3ccc(Cl)cc3)CC2)nc2ccccc21
6 | O=[N+]([O-])c1cc(CN2CCC(O)CC2)ccc1Cl
-21 | O=C(CSc1nnc(-c2cccc(F)c2)o1)Nc1nncs1
12 | COc1ccc(N2C(=S)NC(C)(C)CC2(C)c2ccc(OC(C)=O)cc2OC(C)=O)cc1 (configuration not stated)
-31 | Cc1cccc2[nH]c(SCC(=O)N3CCOCC3)nc12
4 | CCNc1ccc(C(=O)NN=C2CCCC2)cc1[N+](=O)[O-]
-10 | CCOC(=O)C1CCN(C(=O)c2ccc3c(SCC(=O)O)c4c(nc3c2)CCCC4)CC1
-13 | CCOC(=O)c1sc(NC(=O)CCN2CCCCCC2)c(C(=O)OCC)c1C
17 | CC(Cl)C(=O)c1ccc2c(c1)CCN2C(=O)C1CC1 (configuration not stated)
-10 | CCOc1ccccc1OCCCC(=O)Nc1nc2ccccc2[nH]1
1 | O=c1[nH]c(/C(Cl)=C/c2cccc(F)c2)nc2cc(C(F)(F)F)ccc12
5 | Cc1nc(-c2ccccc2)nc(Cl)c1Cl
-13 | NNC(=O)C(Cc1ccccc1)NC(=O)OCc1ccccc1 (configuration not stated)
7 | C=CCN1C(=O)/C(=C/c2ccc(OC(C)=O)c(OCC)c2[N+](=O)[O-])SC1=S
0 | CC1CCCC(C)N1/N=C/c1ccccc1OC(F)F (configuration not stated)
27 | CN(C)C(=O)c1cccn1-c1ncc(C(F)(F)F)cc1Cl
-6 | Cn1c(SCn2nnc3ccccc3c2=O)nc2ccccc2c1=O
9 | CCCCCn1c(SCC(=O)CC(=O)OCC)nc2cc(C(=O)N3CCC(C(N)=O)CC3)ccc2c1=O
-57 | O=C(C[n+]1ccc(Cc2ccccc2)cc1)Nc1ccccc1
13 | O=C(CSc1nnc2c(n1)[nH]c1ccccc12)Nc1ccc(S(=O)(=O)Nc2ncccn2)cc1
-17 | CCN=C1S/C(=C\c2ccc(-c3cccc(C(=O)O)c3)o2)C(=O)N1CC
-15 | CCOC(=O)Cc1csc(NC(=O)COc2c(C)cccc2C)n1
4 | Cc1cccc(OCC(=O)N2CCN(C(=O)c3ccc([N+](=O)[O-])cc3)CC2)c1
10 | O=C(NCc1cccnc1)c1ccc(Cl)c(S(=O)(=O)Nc2ccccc2C(=O)NCc2cccnc2)c1
-21 | CC(C)OC(=O)NS(=O)(=O)c1cccc([N+](=O)[O-])c1
50 | O=S(=O)(c1ccc(Br)cc1)c1nc(-c2ccco2)oc1NCC1CCCO1 (configuration not stated)
-21 | CCC(C(=O)OCC(=O)NC(=O)NC(C)(C)C)c1ccccc1 (configuration not stated)
-10 | COc1ccccc1NC(=O)c1ccc(-c2ccccc2[N+](=O)[O-])o1
-32 | COc1ccc(CNC(=O)c2cc(C)nc3ccccc23)cc1OC
25 | CC1(c2ccc(C#N)cc2)NC(=O)N(CC(=O)Nc2cc(S(=O)(=O)N3CCOCC3)ccc2Cl)C1=O (configuration not stated)
15 | CCOC(=O)c1[nH]c(C=O)c(C(=O)OCC)c1C
2 | COc1ccc2c(C)nc(N/C(N)=N/S(=O)(=O)c3ccc(C)cc3)nc2c1
-40 | CC(C)N(Cc1cn[nH]c1-c1ccc(-c2ccccc2)cc1)Cc1nccn1C
12 | O=C(Nc1ccccc1)n1cc(-c2ccccn2)c(N2CCOCC2)n1
-2 | C=CCc1c(C)[nH]c2c(OC)cccc2c1=S
14 | O=C(O)c1cccnc1Sc1ccc(Cl)cc1
-20 | COc1ccc(/C=N/NC(=O)Nc2ccc3nsnc3c2)c(OC)c1
28 | O=C(c1ccco1)N1CCN(C(=O)N2CCCCC2)CC1
-38 | CC(=O)c1ccc(N2CCN(C(=O)/C=C/c3cccs3)CC2)cc1
-11 | CC(C)(C)c1nc(SCC(=O)NCc2cccs2)c2ccccc2n1
5 | c1ccc(-c2csc3ncnc(N4CCOCC4)c23)cc1
-17 | N#Cc1c(NC(=O)C2CC(Cl)=CCC2C(=O)O)sc2c1CCCC2 (configuration not stated)
-17 | Cc1ccc2c(c1)c(N=NC(N)=O)c(O)n2C
17 | CCCNS(=O)(=O)c1ccc(CCC(=O)N2CCCC2)cc1
-11 | Cc1cccn2c(=O)c(C=O)c(Sc3ncccn3)nc12
-14 | Cc1cc(C)c(C(=O)/C=C/c2cccs2)c(=O)[nH]1
-7 | O=C(c1nc2ccc(Cl)cn2c1CNCCn1ccnc1)N1CCCCCCC1
6 | Cc1c(NC(=O)COC(=O)/C=C/c2ccc(Cl)cc2)c(=O)n(-c2ccccc2)n1C
-24 | Cc1cc(C)nc(NC(=O)c2cc(Br)ccc2Cl)n1
8 | O=C(CN1CCN(c2ccc(O)cc2)CC1)Nc1cc(S(=O)(=O)N2CCCC2)ccc1Cl
100* | CS(=O)(=O)c1ccc(S(=O)CC(=O)OCc2ccccc2)c([N+](=O)[O-])c1 (configuration not stated)
-21 | Cc1nc2nc(SCC(=O)NCCCN3CCOCC3)nn2c(C)c1Cc1ccccc1
22 | CC(=O)NCCNC(=O)c1ccc(-n2c(C)ccc2C)cc1
11 | CCn1c(-c2ccccc2)c(C(=O)CCl)c2ccccc21
-25 | COc1ccc(N2C(=O)N(Cc3ccc(C)cc3)c3ccccc3S2(=O)=O)cc1
-6 | COc1ccc(CCNC(=O)CCc2nc3ccccc3[nH]2)cc1OC
21 | N/C(=N\N=C\c1ccc2c(c1)OCO2)SC1CC(=O)N(c2ccc(C(=O)O)cc2)C1=O (configuration not stated)
-11 | CC(C)(C)c1ccc(CNC(=O)c2ccc3c(c2)NC(=O)CO3)cc1
11 | COc1ccc(NC(=S)N(C)CC2COc3ccccc3O2)cc1 (configuration not stated)
-7 | N#Cc1cc2[nH]c3ccccc3c2[n+](-c2ccc([N+](=O)[O-])cc2)c1N
-19 | CC1=NN(c2ccccc2)C(=O)/C1=C/C=C/C=C/N(C)C

# Next section.
E-sel TNF inh | structure
30 | O=c1cc(-c2ccc(C3CCCCC3)cc2)[nH][nH]1
-6 | COc1ccc(N(C(=O)CNC(=O)c2cccs2)C(C(=O)NCC2CCCO2)c2ccccc2)cc1 (configuration not stated)
-17 | Cc1n(N)c2ccccc2[n+]1CC(=O)c1ccccc1
-9 | CC(C)(CNS(=O)(=O)c1ccc2c(c1)OCCO2)N1CCOCC1
0 | C/C(CCc1ccc2c(c1)OCO2)=N\NC(=O)c1ccc(C)cc1C
-27 | Cc1ccc([N+](=O)[O-])cc1N=Nc1c(-c2ccc([N+](=O)[O-])cc2)[nH]n(C(N)=S)c1=O
-5 | O=C(N/N=C/c1cccc2ccccc12)c1n[nH]c2c1CCCC2
-15 | CC(C)(C)c1ccc(NC(=O)COC(=O)C2(C)CC2(Cl)Cl)cc1 (configuration not stated)
-26 | O=c1/c(=C/c2ccc(O)cc2)sc2nc3cc(Br)cnc3n12
6 | COCCNC(=O)CSc1cc(-c2ccccc2)c2ccc(OC)cc2n1
4 | CCOC(=O)/C(N=Nc1c(C)n(C)n(-c2ccccc2)c1=O)=C(/O)c1ccccc1
-24 | COc1ccc(-c2nc(CN3CCCCC3CCc3ccccn3)c(C)o2)cc1 (configuration not stated)
6 | CCOc1ccc(-n2c(=S)sc3c(=O)[nH]c(SCC(=O)C(C)(C)C)nc32)cc1
4 | CCOc1ccccc1NC(=O)Nc1cc(C(=O)O)ccc1C
-39 | COC(=O)c1ccc(CSc2ccc3nnc(-c4ccc(F)cc4)n3n2)o1
-9 | CCOc1ccccc1CN1CCN(Cc2nc3ccccc3s2)CC1CCO (configuration not stated)
37 | O=C(COC(=O)c1ccccc1Oc1ccccc1)NC1CC1
5 | COc1cccc(Cn2c(=O)sc3ccccc3c2=O)c1
-5 | O=C(Nc1cccnc1)C1=NN(C2CCS(=O)(=O)C2)C(=O)CC1 (configuration not stated)
-5 | Cc1cc(F)ccc1S(=O)(=O)Nc1ncnc2sc3c(c12)CCC3

# Three of these compounds, reformatted.
O=C(N/N=C/c1cccc2ccccc12)c1n[nH]c2c1CCCC2
  E-sel TNF inh: -5
CC(C)(C)c1ccc(NC(=O)COC(=O)C2(C)CC2(Cl)Cl)cc1 (configuration not stated)
  E-sel TNF inh: -15
O=c1/c(=C/c2ccc(O)cc2)sc2nc3cc(Br)cnc3n12
  E-sel TNF inh: -26

# Next section.
E-sel TNF inh | structure
21 | OC(c1ccccc1)c1nccc2ccccc12 (configuration not stated)
-18 | CC(=O)C1=C(C)NC(=O)NC1/C=C/c1ccccc1 (configuration not stated)
-40 | COc1cccc(CNC(=O)CCC2CCCN(C(=O)Cc3ccccc3F)C2)c1 (configuration not stated)
-4 | Cc1ccc(-n2c(=O)c3ccccc3n(CC(=O)NCc3ccco3)c2=O)cc1
-14 | COc1cccc(-n2cnc3c(sc4nc(N5CCOCC5)c5c(c43)CCCC5)c2=O)c1
-30 | C/C(=N\NC(=O)c1cc(-c2ccncc2)nc2ccccc12)c1ccc(OC(F)F)cc1
-5 | O=C(Nc1ccc(S(=O)(=O)NCC2CCCO2)cc1)c1cnccn1 (configuration not stated)
3 | CC(C)c1csc(CN2CCC(N3CCC(C(=O)N4CCOCC4)CC3)CC2)n1
-27 | CC(C(=O)NCCS(=O)(=O)c1ccc(Cl)cc1)S(=O)(=O)c1ccc(Cl)cc1 (configuration not stated)
-16 | CCOc1cc(C2C3=C(CC(C)(C)CC3=O)Nc3n[nH]c(C)c32)ccc1O (configuration not stated)
-10 | COc1ccc(-c2cc(-c3ccc(O)cc3)nc(N)c2C#N)cc1OC

# An excerpt; rates above refer to the full screens.
